# Screening results as filed in PubChem.
# DT40 TDP1 no CPT: qHTS for Inhibitors of human tyrosyl-DNA phosphodiesterase 1 (TDP1): qHTS in cells in absence of CPT | DT40 Tdp1-/- hTDP1 cells, no CPT, ATP luminescence, 48 h | Potency, µM (highest dose often 46.2 µM), without a hit: at the highest dose activity change, negative = growth inhibition, hits mostly inhibitors | 420,000 compounds, 15% hits; note: nearly all actives have a fitted effect of over 55% in size
#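 Compound effects on proliferation are scored in DT40 Tdp1-/-;hTDP1 cells in the absence of CPT. ATP levels (CellTiter-Glo luminescence) are recorded after a ≥48 hr, 37 °C incubation.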
# TDP1 cell CPT: growth inhibition of DT40 Tdp1-/-;hTDP1 cells with camptothecin (screen for TDP1 inhibitors); Potency, µM (doses to about 46.2 µM), without a hit: top-dose activity change, negative = growth inhibition, usual class: inhibitors; AID 686979; 420,000 compounds, 12% hits; chicken DT40 Tdp1-/-;hTDP1 cells + 20 nM CPT, ATP luminescence, 48 h; note: nearly all actives have a fitted effect of over 55% in size
#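 Cell growth measured by CellTiter-Glo luminescence after a minimum 48 h, 37 C compound exposure with 20 nM CPT in Tdp1-knockout DT40 cells stably expressing hTDP1, seeded 400/well; qHTS titration format.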
# TDP1 inh: blocks human tyrosyl-DNA phosphodiesterase 1 | Q9NUW8 | recombinant TDP1, AlphaScreen DNA substrate cleavage | Potency, µM (doses to about 130 µM), for the others: at the highest dose activity change, negative = inhibition, most hits filed as inhibitors | 350,000 compounds, 0.28% hits | AID 485290; note: nearly all actives have a fitted effect of over 40% in size
# Target sequence (Q9NUW8 whole entry, looked up): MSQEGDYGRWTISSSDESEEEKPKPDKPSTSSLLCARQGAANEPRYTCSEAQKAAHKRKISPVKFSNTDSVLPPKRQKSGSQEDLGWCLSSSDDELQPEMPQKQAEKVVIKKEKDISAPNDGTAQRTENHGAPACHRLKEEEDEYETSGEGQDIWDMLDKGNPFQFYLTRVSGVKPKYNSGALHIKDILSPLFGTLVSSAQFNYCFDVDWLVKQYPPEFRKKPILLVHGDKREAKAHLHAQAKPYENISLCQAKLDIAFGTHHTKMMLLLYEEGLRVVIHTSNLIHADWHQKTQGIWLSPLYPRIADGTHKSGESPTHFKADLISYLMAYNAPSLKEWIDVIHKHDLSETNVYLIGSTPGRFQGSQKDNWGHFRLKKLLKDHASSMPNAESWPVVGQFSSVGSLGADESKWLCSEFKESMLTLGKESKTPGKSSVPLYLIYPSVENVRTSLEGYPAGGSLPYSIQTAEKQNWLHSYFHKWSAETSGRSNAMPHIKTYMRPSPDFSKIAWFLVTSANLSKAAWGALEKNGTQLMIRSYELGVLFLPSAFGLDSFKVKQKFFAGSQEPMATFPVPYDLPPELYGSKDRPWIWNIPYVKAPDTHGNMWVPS
#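 Tdp1 1 nM final; 15 min RT w/ cpd; substrate 15 nM, 5 min; beads 10 ug/ml, 10 min; AlphaScreen read. Neg ctrl: no enzyme.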
# Starred values were filed as active, the others as inactive; ? = inconclusive; nt = no result given; [ ] = dose if it differs, or a comment. Calls come from the whole dose curve; as a rule, active = well fitted curve in the direction sought with a large enough effect; inconclusive = small, poorly fitted or top-dose-only effect, or another doubt; inactive = no such curve, though single readings can be large; an effect the other way counts as inactive or inconclusive. % is set by controls: 0 for no effect and ±100 for the full control effect; potency is the fitted concentration of half-maximal effect. This is a random part of the collection; about 18% have a hit in one of these screens.
SMILES,DT40 TDP1 no CPT,TDP1 cell CPT,TDP1 inh
CCCC1CC(C#N)N(N(C)C)C1=C(C#N)C#N (stereo not drawn),-18%,2%,nt
O=S(=O)(c1ccccc1)N1CCC2(CCCN(c3cccc(-c4ccccc4)c3)C2)CC1,-29%,5%,nt
COc1cc(/C=C/c2ccc3cccc([N+](=O)[O-])c3n2)ccc1OCC(=O)O,7%,-5%,-14%
Nc1ccc(-c2nnnn2-c2ccc(N)cc2)cc1,-15%,1%,nt
CC(=O)OCC(=O)C1(O)CCC2C3CC(C)C4=CC(=O)C=CC4(C)C3=CCC21C (stereo not drawn),?,?,nt
CC1CCC(C(C)C)C(OC(=O)COC(=O)c2cc(O)ccc2N)C1 (stereo not drawn),?,?,8%
CCC(C)N(C(=O)CSc1nc(C)c(C)c(C)c1C#N)C1CCS(=O)(=O)C1 (stereo not drawn),21µM*,-6%,1%
CC(C)(C)c1nnc(NS(C)(=O)=O)s1,-6%,3%,nt
O=C(CC1C(=O)NCCN1Cc1cccc(F)c1)NCCCN1CCCC1=O (stereo not drawn),-3%,5%,3%[56.1 µM]
CS(=O)(=O)N(CC(=O)N1CCCCCC1)c1ccc2c(c1)OCCO2,-6%,-26%,-2%
C/C=C/C=C/C(=O)OC(C)C(=O)Nc1cc([N+](=O)[O-])ccc1OC (stereo not drawn),-7%,11%,3%
O=c1ccn([C@@H]2O[C@H](CNCc3ccccc3OCc3ccc(Cl)cc3Cl)[C@@H](O)[C@H]2O)c(=O)[nH]1,?,21µM*,nt
Cc1oc(-c2cccs2)[n+]([O-])c1C,-3%,-4%,4%
COc1ccc(C(=O)NCCC(C)C)cc1S(=O)(=O)N1CCOCC1,-6%,-11%,-3%
O=C1COCC(=O)N1CCc1c[nH]c2ccccc12,-7%,26%,5%
O=C(Nc1cc(F)ccc1F)C1CCCN(c2ncnc3c2nc2n3CCCCC2)C1 (stereo not drawn),13µM*,15µM*,5%
Cc1ccc(S(=O)(=O)N2CCN(C(=O)COC(=O)c3ccccc3Cl)CC2)c(C)c1,-15%,-15%,0%
COc1cc(C(=O)N2c3ccccc3CCC2C)cc(OC)c1OC (stereo not drawn),9.2µM*,18µM*,nt
Cc1ccccc1S(=O)Cc1ccc(C(=O)NCc2ccccc2Cl)o1 (stereo not drawn),?,21µM*,-5%
CCOC(=O)C1=C(C)C/C(=N\NC(=O)c2ccccc2O)CC1,?,8.2µM*,4%
COC(=O)C1(CO)NC(c2ccc(C)cc2)C2C(=O)N(c3ccccc3)C(=O)C21 (stereo not drawn),7%,9%,5%
COc1ccc(/C(=N/O)C(C)(C)NO)cc1,?,?,-2%
COc1ccc(CN(C)Cc2ccccc2)c(OC)c1OC,-15%,-13%,8%
CCCC(C)c1nnc(NC(=O)CN2C(=O)c3ccccc3C2=O)s1 (stereo not drawn),-14%,-29%,6%
Nc1cccnc1Sc1cccc(Cl)c1,-16%,-20%,8%
Cc1cc2nc3n(c2cc1C)CC1CC(C(=O)NCCC(C)C)N(C)C31 (stereo not drawn),-9%,2%,nt
CCN1CCN(c2ccc(S(=O)(=O)N3CCOCC3)cc2NC(=O)c2cc(Cl)nc3ccccc23)CC1,16µM*,?,-2%
CCOC(=O)c1sc(NC(=O)c2cc3ccccc3o2)nc1C,-11%,0%,2%
O=C(Nc1ccccc1)c1cccc2c(Br)cccc12,-27%,-2%,0%
CN(C)C(=O)CCc1ccc2c3c([nH]c2c1)[C@]1(CCC2CCCC2)[C@@H](C(=O)N2CCOCC2)C[C@H](CC(=O)NCCC2=CCCCC2)C(=O)N1CC3,23µM*,23µM*,0%[56.1 µM]

# Structural class: the compounds so far with fluorine
SMILES,DT40 TDP1 no CPT,TDP1 cell CPT,TDP1 inh
O=C(CC1C(=O)NCCN1Cc1cccc(F)c1)NCCCN1CCCC1=O (stereo not drawn),-3%,5%,3%[56.1 µM]
O=C(Nc1cc(F)ccc1F)C1CCCN(c2ncnc3c2nc2n3CCCCC2)C1 (stereo not drawn),13µM*,15µM*,5%

# (list continues)
SMILES,DT40 TDP1 no CPT,TDP1 cell CPT,TDP1 inh
O=c1[nH]c(=S)[nH]c2c1C(c1ccc(F)cc1)OC(CCOCc1ccccc1)C2 (stereo not drawn),-3%,5%,nt
O=C(Cn1cc(SCc2cccc(Cl)c2)c2ccccc21)N1CCCCCC1,?,?,0%
O=C(CSc1nnc(-c2cccc(Cl)c2)o1)N1CCc2ccccc21,11%,1%,5%
N#CCCn1cc(C(=O)Nc2ccc(C(=O)O)cc2)c(-c2cc3ccccc3o2)n1,2%,16%,-4%
CC(C)c1ccc(O)c(NC(=O)c2cncc(Br)c2)c1,-23%,-19%,0%
CC1(C(=O)NS(=O)(=O)c2cccc(Cl)c2)CCN1C(=O)c1ccccc1CCc1ccccc1 (stereo not drawn),?,?,nt
COc1ccccc1S(=O)(=O)N1CCNC(=O)C1,0%,12%,-1%
CCOC(=O)c1ccc(NC(=O)CC2C(=O)N(c3ccccc3)C(=O)N2Cc2ccc(C)cc2)cc1 (stereo not drawn),23µM*,?,6%
COc1ccc2[nH]cc(CCNc3ccnc(-c4ccccc4C)n3)c2c1,?,21µM*,nt
Cc1cccc(-n2nc(C)c3c2NC2=C(C(=O)CCC2)C3c2ccccn2)c1 (stereo not drawn),-16%,-2%,-2%
CCOC(=O)c1c(C)c(C(=O)NCc2ccc(OC)cc2)c(C)n1C,-17%,0%,7%
COc1ccc(NC(=O)N(C)C[C@@H]2OCc3cnnn3CCCC(=O)N([C@H](C)CO)C[C@@H]2C)c(OC)c1,-6%,22%,nt
COc1cccc(NC(=S)NC2CC3CCCC(C2)N3C2CCCC2)c1 (stereo not drawn),?,?,5%
C[C@@H]1CCC(=O)N(C[C@@H](C)CSc2ccc(Br)cc2)CC1,18µM*,?,-12%
Cc1cc(S(=O)(=O)Nc2ccccc2C(=O)O)ccc1Cl,-5%,-18%,2%
CCN(CC)CCNC(=O)c1ccccc1C(=O)c1ncc[nH]1,-21%,2%,0%
Cc1ccc(C(C)C)c(OCc2ccc(C(=O)N/N=C/c3cccc(O)c3O)cc2)c1,5.2µM*,3.7µM*,11%
Cc1ccc(NC(=S)NNS(=O)(=O)c2ccc3ccccc3c2)cc1Cl,-7%,17%,-5%
CCOc1ccc(NC(=O)NCCCN2CCN(c3ccc(OC)cc3)CC2)cc1,?,?,2%
O=C(N/N=C/C(Cl)=C/c1ccccc1)c1ccncc1,21µM*,9.2µM*,?
COc1cccc(-c2nc3c(c(=O)[nH]c(=O)n3Cc3ccccc3)n2CCO)c1OC(F)F,-2%,12%,3%
NC(=O)C1CCN(C(c2ccccc2F)c2nnnn2Cc2ccco2)CC1 (stereo not drawn),-20%,-20%,1%
O=C(Cc1ccccc1)NNC(=S)Nc1ccccc1,?,-10%,5%
CNc1ccc(Br)cc(C(=O)/C=C/c2ccc(Cl)cc2Cl)c1=O,18µM*,4.6µM*,0%
CCn1cc2nc(SCc3ccc(F)cc3)n(Cc3ccc(Cl)cc3)c(=O)c2n1,3.3µM*,6.5µM*,3%
CC(=O)c1cc(-c2ccccc2)n(CCC(=O)Nc2cc(C)cc(C)c2)c1C,?,?,9%
C[C@@H]1CNC(=O)c2c(C(=O)NCc3ccc(CNC(=O)OC(C)(C)C)cc3)ncn21,21µM*,?,nt
CCCNC(=O)c1nc(C)n(-c2cc(Cl)cc(Cl)c2)n1,-18%,0%,-4%
O=C(NN=Cc1c(F)cccc1F)c1ccccc1NS(=O)(=O)c1cccs1,-3%,-14%,1%
Cc1noc(C)c1COC(=O)c1ccc2c(c1)OCCO2,2%,?,3%[56.1 µM]

# Reprinted at random: 6 entries already listed.
SMILES,DT40 TDP1 no CPT,TDP1 cell CPT,TDP1 inh
CC(C)c1ccc(O)c(NC(=O)c2cncc(Br)c2)c1,-23%,-19%,0%
COc1ccc2[nH]cc(CCNc3ccnc(-c4ccccc4C)n3)c2c1,?,21µM*,nt
COc1cc(/C=C/c2ccc3cccc([N+](=O)[O-])c3n2)ccc1OCC(=O)O,7%,-5%,-14%
CCOC(=O)c1c(C)c(C(=O)NCc2ccc(OC)cc2)c(C)n1C,-17%,0%,7%
O=c1[nH]c(=S)[nH]c2c1C(c1ccc(F)cc1)OC(CCOCc1ccccc1)C2 (stereo not drawn),-3%,5%,nt
C/C=C/C=C/C(=O)OC(C)C(=O)Nc1cc([N+](=O)[O-])ccc1OC (stereo not drawn),-7%,11%,3%

# Next part:
SMILES,DT40 TDP1 no CPT,TDP1 cell CPT,TDP1 inh
CCn1nc(C)c2c(-c3ccccc3)cc(=O)n(C(C)C(=O)NCCc3ccccc3)c21 (stereo not drawn),?,18µM*,6%
CC(C)C(C(=O)NCc1ccccc1)N1CCN(c2ccccc2F)CC1 (stereo not drawn),?,?,nt
COc1ccccc1NC(=O)C1CCN(S(=O)(=O)c2ccc3c(c2)NC(=O)C(C)S3)CC1 (stereo not drawn),?,?,4%
CCCN(CCC)C(=O)CSc1nc2n[nH]c(C)c2c(=N)n1-c1ccc(OC)cc1,10µM*,13µM*,2%
CCOc1ccc2[nH]c3c(=O)n(CCC4=CCCCC4)cnc3c2c1,-29%,?,-5%
O=C(O)C1(C(=O)O)CCC2(CCCCC2)CC1,-7%,-13%,nt
COC(=O)[C@]1(Cc2ccccc2)N[C@H](CN(C)S(=O)(=O)c2ccc(OC(F)(F)F)cc2)[C@@H]2C(=O)N(C)C(=O)[C@@H]21,23µM*,?,0%
CN(C)c1ccc(C2C=Cc3ccccc32)c2ccccc12 (stereo not drawn),?,-19%,nt
O=C(Nc1ccc(C(F)(F)F)cc1)c1cc(S(=O)(=O)NCC2COc3ccccc3O2)ccc1F (stereo not drawn),?,?,8%
COc1ccccc1NC(=O)COC(=O)c1cnccn1,2%,8%,7%
COc1ccc(/C=C/C(=O)Nc2ccccc2C(N)=O)cc1S(=O)(=O)N1CCOCC1,?,-36%,0%
O=C(NCc1ccccc1)C1c2ccccc2OCC(=O)N1Cc1cccnc1 (stereo not drawn),-5%,-3%,nt
Cc1ccc(CC(=O)O/N=C(\N)c2ccncc2)cc1,1%,-8%,0%
COc1ccc(C(C)=O)cc1COc1cccc2c1OC(C)(C)C2,-14%,-13%,4%
COCC(O)Cn1ccnc1[N+](=O)[O-] (stereo not drawn),?,1%,nt
COc1ccc(F)cc1S(=O)(=O)Nc1cc2c3c(c1)CCN3C(=O)CC2,-1%,-9%,-8%[0.505 µM]
COCCSc1ccccc1C(=O)N1CCc2ccccc21,-28%,-13%,2%
CCOC(=O)c1sc(NC(=O)CSc2ncccn2)c(C#N)c1C,-16%,-2%,0%
O=C(NCCCSc1ccccc1)c1cnc(Cl)c(Cl)c1,-25%,-27%,nt
CC1=C(C(=O)N2CCCC(CCC(=O)NCc3ccc(F)c(F)c3)C2)OCCO1 (stereo not drawn),-27%,?,6%
COc1cc(C2c3c(-c4ccccc4)n[nH]c3C(=O)N2c2ccc(C(=O)O)cc2)ccc1O (stereo not drawn),15%,6%,5%
O=C1c2ccccc2C(=O)c2c1cccc2N1CCN(CCO)CC1,?,-17%,4%
CCc1cc(C(=O)OC)c(NC(=O)CC2NCCNC2=O)s1 (stereo not drawn),-7%,-3%,5%
CCOc1ccc(-n2c(SC)nc3c(c2=O)SCC3)cc1,-28%,-23%,-7%
CC(C)OC(=O)CC(=O)c1sc2nc3c(cc2c1N)CN(C)CC3,?,?,nt
CCSc1nnc(NC(=O)CSc2nnc(Cc3cccn3C)n2CCc2ccccc2)s1,-24%,-17%,10%
CCOc1ccc(S(=O)(=O)NCCC(=O)NCc2cccnc2)cc1,-5%,-13%,nt
CCCS(=O)(=O)NC(=O)C1(C)CCN(C(=O)c2cc(C)oc2C)C1 (stereo not drawn),1%,2%,nt
CC12C=CC3(CN(Cc4ccccc4)C(=O)C3C1C(=O)NCc1ccco1)O2 (stereo not drawn),-7%,-14%,-1%
O=C(O)COC(=O)C1C(c2ccccc2)C(C(=O)O)C1c1ccccc1 (stereo not drawn),0%,-2%,8%
Cc1ccc(-n2c(SCC(N)=O)nc3c(oc4ccccc43)c2=O)cc1,18µM*,?,6%
CC(=O)Nc1ccc(NS(=O)(=O)c2cc(-c3cnc(C4CC4)o3)ccc2C)cc1,2.3µM*,2.9µM*,-1%
Cc1ccnc(NC(=O)CCC2CCCCC2)c1,-21%,-28%,-3%
NC(=O)[C@@H]1[C@@H]2C(=O)N(c3ccc(F)cc3)C(=O)[C@@H]2[C@H]2C=Cc3ccccc3N21,?,?,10%
O=C(c1cccc(Cl)c1)C1CCCN(Cc2ccc(N3CCNC3=O)cc2)C1 (stereo not drawn),?,?,-2%
O=c1c2cn[nH]c2[nH]c(=S)n1-c1ccccc1,-12%,-16%,-9%
